EPAC2 antagonist = qHTS for Antagonist of cAMP-regulated guanine nucleotide exchange factor 2 (EPAC2): primary screen; Rap guanine nucleotide exchange factor 4 (Homo sapiens), Q8WZA2; EPAC2 GEF exchange of Rap1B-BODIPY-GDP, fluorescence; Potency, µM (highest dose often 114 µM), for the others: top-dose activity, negative = inhibition, actives largely listed as inhibitors; hit rate 0.18% among 360,000; AID 720708, 2013; further: potency means the concentration at half of the fitted maximal effect; on the % scale 0 is the no-effect control and ±100 the full control effect; nearly all actives have a fitted effect of over 45% in size; many of its hits are not listed in these tables
EPAC1 antagonist = qHTS for Antagonist of cAMP-regulated guanine nucleotide exchange factor 3 (EPAC1): primary screen; EPAC1 GEF assay, Rap1b-BODIPY-GDP exchange fluorescence; Potency, µM (highest dose often 115 µM), for inactives: at the top dose activity change, negative = inhibition, most hits filed as inhibitors; hit rate 0.14% among 360,000;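 further: potency means the concentration at half of the fitted maximal effect; plate controls were vehicle for no effect and positive control for full effect; nearly all actives have a fitted effect of over 50% in size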
CCT modulator = High-Throughput Screening for Modulators of Cytosolic Chaperonin Activity; purified chaperonin ATPase assay, HTRF ADP detection, 30 min; activity change, % (no concentration beside the values), hits read low; hit rate 0.3% among 360,000; AID 651819, 2012; in the data active means activity change below about -30%; further: on the % scale 0 is the no-effect control and ±100 the full control effect
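TRiC (40 or 20 nM final, by batch activity) in 30 mM Tris pH 7.4, 100 mM KCl, 5 mM MgCl2, 1 mM DTT was treated with compound at 76 uM single dose, then 10 uM ATP, 30 min at 37 °C. ADP was read by HTRF Transcreener.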
Mm-Cpn inhibitor = Inhibitors of TCP-1 ring complex (TRiC) of Methanococcus maripaludis (MmCpn): qHTS. Chaperonin Mm-Cpn (Methanococcus maripaludis). Potency, µM (top dose mostly 76.9 µM), for inactives: at the top dose activity, negative = inhibition, usual class: inhibitors. hit rate 0.031% among 330,000. purified Mm-Cpn ATPase, ADP Transcreener TR-FRET; further: potency means the concentration at half of the fitted maximal effect; on the % scale 0 is the no-effect control and ±100 the full control effect; nearly all actives have a fitted effect of over 80% in size
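Measured: ADP formation by purified Mm-CPN. Conditions: 25 nM protein, 10 uM ATP, Tris pH 7.4 with Mg2+, K+ and DTT, 37°C for 30 min. Detection: Transcreener HTRF after 30 min at room temperature.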
EPAC1 ag = qHTS for Agonist of cAMP-regulated guanine nucleotide exchange factor 3 (EPAC1): primary screen. EPAC1 agonist qHTS, biochemical assay; response scale: 100% = response to 6.5 mM cAMP. Potency, µM (doses to about 154 µM), inactives show at the highest dose activation, actives largely listed as activators. AID 720707, 2013. Rap guanine nucleotide exchange factor 3 (Homo sapiens), O95398. hit rate 0.073% among 360,000; further: potency means the concentration at half of the fitted maximal effect; nearly all actives have a fitted effect of over 60% in size
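EPAC1 100 nM, Rap1B–BODIPY-GDP 250 nM, unlabeled GDP 50 uM; compound titration; 5 min RT; kinetic read ex480/em540 at 5-min intervals ×30 min; data normalized to 6.5 mM cAMP agonist control.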
WRN inhibitor = qHTS for Inhibitors of WRN Helicase; Bifunctional 3'-5' exonuclease/ATP-dependent helicase WRN (Homo sapiens), Q14191; WRN helicase unwinding, fluorescent forked duplex, kinetic; Potency, µM (series often up to 114 µM), inactives show at the highest dose activity change, negative = inhibition, usual class: inhibitors; hit rate 0.46% among 360,000; AID 651768, 2012; further: potency means the concentration at half of the fitted maximal effect; on the % scale 0 is the no-effect control and ±100 the full control effect; nearly all actives have a fitted effect of over 55% in size
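Fluorescence dequenching readout, ex 525 nm/em 598 nm, kinetic mode: forked duplex DNA (100 nM final) with adjacent fluorophore and quencher unwound by WRN (20 nM final) with 2 mM ATP. Compound preincubation 15 min, room temperature.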
PLK1 PBD block = qHTS for Inhibitors of PLK1-PDB (polo-like kinase 1 - polo-box domain): Primary Screen; Serine/threonine-protein kinase PLK1 (Homo sapiens), P53350; Plk1 PBD binding of FITC phosphopeptide, fluorescence polarization; Potency, µM, inactives show max response, negative = inhibition, hits mostly inhibitors; hit rate 2.8% among 360,000; AID 720504, 2013; further: potency means the concentration at half of the fitted maximal effect; series mostly up to about 57 µM; on the % scale 0 is the no-effect control and ±100 the full control effect; nearly all actives have a fitted effect of over 65% in size
Target sequence (P53350 whole entry, looked up, the tested form may be a part): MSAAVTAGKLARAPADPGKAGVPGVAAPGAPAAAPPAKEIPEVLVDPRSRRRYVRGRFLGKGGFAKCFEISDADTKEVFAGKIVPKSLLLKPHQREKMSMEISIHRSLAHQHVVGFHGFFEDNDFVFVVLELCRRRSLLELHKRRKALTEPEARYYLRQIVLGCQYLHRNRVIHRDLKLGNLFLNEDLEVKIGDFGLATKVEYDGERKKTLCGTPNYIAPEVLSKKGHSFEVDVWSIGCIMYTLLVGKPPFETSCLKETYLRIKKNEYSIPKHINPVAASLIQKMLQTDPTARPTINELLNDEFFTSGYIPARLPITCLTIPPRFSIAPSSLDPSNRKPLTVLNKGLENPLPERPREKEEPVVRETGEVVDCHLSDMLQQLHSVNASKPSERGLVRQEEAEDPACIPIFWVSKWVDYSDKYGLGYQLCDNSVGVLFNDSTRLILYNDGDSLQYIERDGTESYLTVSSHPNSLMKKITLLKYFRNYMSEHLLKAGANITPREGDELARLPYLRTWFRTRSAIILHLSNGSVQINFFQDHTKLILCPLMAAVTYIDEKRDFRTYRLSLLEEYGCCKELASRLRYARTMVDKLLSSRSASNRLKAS
PI5P4Ka inh = qHTS for Inhibitors of phosphatidylinositol 5-phosphate 4-kinase (PI5P4K); Phosphatidylinositol 5-phosphate 4-kinase type-2 alpha (Homo sapiens), P48426; PI5P4Kalpha enzyme, ADP-Glo luminescence, 60 min; hits give low values; max response, %; hit rate 1.2% among 330,000; AID 652105, 2013; active means max response of -50% or lower; inconclusive means between -30% and -50%; inactive means -30% or higher; further: value at the top dose of about 77 µM; on the % scale 0 is the no-effect control and ±100 the full control effect
Target sequence (P48426 whole entry, looked up): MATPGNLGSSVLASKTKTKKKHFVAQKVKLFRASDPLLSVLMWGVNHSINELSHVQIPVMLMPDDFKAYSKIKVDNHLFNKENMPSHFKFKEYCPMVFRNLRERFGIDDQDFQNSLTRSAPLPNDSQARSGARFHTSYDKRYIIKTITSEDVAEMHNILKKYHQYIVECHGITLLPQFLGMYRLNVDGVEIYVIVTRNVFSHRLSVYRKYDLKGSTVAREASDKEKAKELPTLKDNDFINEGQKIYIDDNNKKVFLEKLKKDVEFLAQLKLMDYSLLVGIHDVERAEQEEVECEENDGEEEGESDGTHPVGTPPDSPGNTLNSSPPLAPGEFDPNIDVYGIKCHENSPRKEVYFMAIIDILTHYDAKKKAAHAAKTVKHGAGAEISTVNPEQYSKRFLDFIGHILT
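qHTS, 1536-well: enzyme/substrate mix, compound by pin tool, 5 microM ATP final; RT 60 min; ADP-Glo reagents 1 (45 min) then 2 (30 min); luminescence.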
Starred values were filed as active, the others as inactive; ? = inconclusive; / = no result given; [ ] = remark or other dose. Unless noted, the call rests on the fitted dose curve; in most records, active means well fitted curve in the direction sought with a large enough effect; inconclusive means small, poorly fitted or top-dose-only effect, or another doubt; inactive means no such curve, though single readings can be large; an effect the other way counts as inactive or inconclusive. An excerpt. The share of hits here may be higher or lower than overall.

Value order: EPAC2 antagonist	EPAC1 antagonist	CCT modulator	Mm-Cpn inhibitor	EPAC1 ag	WRN inhibitor	PLK1 PBD block	PI5P4Ka inh
> Cc1ccc(C)c(N2CCN(C(=O)c3cc(S(=O)(=O)N4CCCC4)cn3C)CC2)c1
→ -2%	0%	-1.9	2%	-13%	-5%	-10%	-2
> O=C(CN1CCN(Cc2ccccc2)CC1)Nc1ccc([N+](=O)[O-])cc1C(=O)Nc1ccccc1F
→ 7%	-10%	-0.1	0%	9%	-5%	2%	-5
> CCCN1Cc2cccc(C(=O)NCc3ccc(C)cc3)c2C1=O
→ -12%	11%	-1.5	1%	-8%	2%	2%	-2
> CC(c1ccco1)N(C(=O)c1ccccc1F)c1ccccn1 (centres undefined)
→ -6%	-12%	0.3	1%	-1%	-5%	-3%	1
> COc1ccc(-c2nc3c4ccccc4ccn3c2Cc2cccc(Cl)c2)cc1OC
→ -9%	-9%	-3.6	/	5%	-5%	3%	17
> O=C1CC(C(=O)Nc2cccc3ccccc23)C2(CCCC2)O1 (centres undefined)
→ -3%	-3%	-0.5	1%	3%	4%	-7%	/
> Cc1ccc(S(=O)(=O)N2CCCCC2)cc1NS(=O)(=O)c1ccccc1F
→ -20%	-8%	0.7	-1%	2%	13%	-15%	2
> CC(C)CN(Cc1c(O)ccc2c(=O)c(-c3ccccc3)coc12)CC(C)C
→ 22%	-6%	-2.4	0%	5%	4%	3%	-1
> CN(C(=O)CN1CCN(c2ccccc2F)CC1)C1CCCc2ccccc21 (centres undefined)
→ 4%	-8%	2.1	0%	-2%	11%	-5%	-5
> Cc1cccc(NC(=O)CN2C(=O)NC(Cc3ccccc3)C2=O)c1 (centres undefined)
→ 1%	-5%	1.3	1%	8%	-3%	-1%	6
> CCOc1ccc(C/C(O)=C2\C(=O)CC(C)(C)CC2=NCC(=O)O)cc1OCC
→ 0%	6%	-2.8	-4%	5%	4%	-8%	-3
> CCOC(=O)C1CCCN(Cc2nc(Cc3cccc(F)c3)no2)C1 (centres undefined)
→ -7%	13%	0.6	-3%[15.4 µM]	4%	-6%	-10%	2
> O=C(O)c1[nH]c2ccccc2c1C(c1c(F)cccc1Cl)c1c(C(=O)O)[nH]c2ccccc12
→ -3%	?	-0.7	0%	-9%	-27%	?	-5
> OC(c1ccccc1)C(CN1CCOCC1)c1ccccc1 (centres undefined)
→ 7%	2%	0.2	2%	5%	0%	1%	4
> Cc1cc(C)c2ccc3c(C)c(C)nc3c2[nH]1
→ 3%	-12%	0.4	-9%	8%	1%	-20%	6
> CCCc1[nH]nc2c1C(CCC)C(C#N)=C(N)O2 (centres undefined)
→ -1%	-2%	-2.9	1%	4%	-8%	-10%	-1
> O=C(Nc1ccccc1F)c1ccc(Br)o1
→ 12%	-14%	-1.0	0%	-11%	2%	-11%	-5
> COC(=O)C1=C(C)N(Cc2ccccc2)C(=O)/C1=C\c1ccco1
→ 0%	-12%	-1.5	1%	-7%	-9%[11.6 µM]	-15%	-10
> COc1ccc(-c2nc(CSCC(=O)N3CCN(C)CC3)c(C)o2)cc1OC
→ 14%	?	0.9	-2%	6%	-2%	4%	0
> O=C(Nc1nnc(COc2ccccc2)s1)C1CCN(S(=O)(=O)c2ccc(Cl)cc2)CC1
→ -3%	3%	-3.0	0%	4%	4%	-7%	/
> CCN(CC)C(=O)c1cccc(NC(=O)c2ccccc2OCc2c(C)noc2C)c1
→ -13%	5%	1.3	1%	-8%	1%	3%	-1
> CCOc1cc(C)c(-c2onc(C(F)(F)F)c2-c2csc(C)n2)c(O)c1
→ -22%	?	0.2	1%	8%	-13%	-7%	/
> COC(=O)CN1C(=O)[C@H]2[C@@H](c3ccc(C)o3)N3C(=O)CN(Cc4ccccn4)C(=O)[C@@]3(C)[C@H]2C1=O
→ 15%	7%	-1.0	0%	-10%	4%	-20%	2
> Cc1cc(=S)c2cccc(C)c2[nH]1
→ -4%	-13%	-4.2	-11%	12%	-34%	?	-28
> Fc1ccc(C2=Nc3cccc4cccc(c34)N2)cc1
→ -13%	-8%	-3.3	0%	6%	12%	?	-8
> CCOc1ccc(S(=O)(=O)NCCC(=O)Nc2ccncc2)cc1
→ 13%	3%	-2.0	6%	-1%	2%	-4%	11
> O=S(=O)(Nc1ncccn1)c1ccc(NC(=S)NCCc2ccccc2)cc1
→ 0%	-7%	-0.9	-4%	1%	7%	-19%	-11
> CN(C)Cc1ccccc1CNC(=O)c1cccc(S(=O)(=O)Nc2ccc3c(c2)OCO3)c1
→ -15%	-7%	2.0	/	8%	0%	-5%	-17
> O=C(CN1C(=O)S/C(=C\c2ccccc2F)C1=O)Nc1ccccc1O
→ -15%	2%	0.5	2%	0%	-9%	4%	-4
> CCC1CCCCN1C(=S)Nc1cccc(S(=O)(=O)N(C)C)c1 (centres undefined)
→ 2%	-2%	0.6	0%	6%	-2%	-21%	0

Record cards (already shown):
CC(C)CN(Cc1c(O)ccc2c(=O)c(-c3ccccc3)coc12)CC(C)C is listed as EPAC2 antagonist: 22%; EPAC1 antagonist: -6%; CCT modulator: -2.4; Mm-Cpn inhibitor: 0%; EPAC1 ag: 5%; WRN inhibitor: 4%; PLK1 PBD block: 3%; PI5P4Ka inh: -1
Fc1ccc(C2=Nc3cccc4cccc(c34)N2)cc1 is listed as EPAC2 antagonist: -13%; EPAC1 antagonist: -8%; CCT modulator: -3.3; Mm-Cpn inhibitor: 0%; EPAC1 ag: 6%; WRN inhibitor: 12%; PLK1 PBD block: ?; PI5P4Ka inh: -8

More entries follow.
Value order: EPAC2 antagonist	EPAC1 antagonist	CCT modulator	Mm-Cpn inhibitor	EPAC1 ag	WRN inhibitor	PLK1 PBD block	PI5P4Ka inh
> Cc1cc(C)c(NC(=O)CN2C(=O)NC3(CCCCC3)C2=O)c(Cl)c1
→ -1%	4%	-5.3	-1%	4%	-5%	-14%	/
> Cc1ccc(NC(=O)c2cc(N3C(=O)C4CC=CCC4C3=O)ccc2N2CCCCC2)cc1 (centres undefined)
→ -28%	-19%	3.4	-3%	3%	-3%	0%	-2
> COc1ccccc1Cn1[nH]nnc1=S
→ -4%	-3%	-1.4	-1%	0%	-9%	24µM*	?
> CCNC(=S)Nc1ccc2c(c1)c(=O)n(C)n2-c1cc(C)cc(C)c1
→ -11%	-6%	-2.2	/	-3%	-4%	-11%	-10
> CCOC(=O)N1CCN(C(=O)c2ccccc2NC(=O)c2ccc(C(C)(C)C)cc2)CC1
→ -3%	-7%	-0.1	0%	6%	-18%[57.1 µM]	-4%	0
> Cc1cc(=O)oc2c(C)c(OCC(=O)NCCN3CCOCC3)ccc12
→ 2%	4%	0.0	2%	7%	-1%	?	-5
> C[C@H](NC(=O)OCc1ccccc1)C(=O)N[C@@H](Cc1c[nH]c2ccccc12)C(=O)O
→ 8%	2%	-0.1	1%	2%	2%	-4%	9
> O=C(Nc1cccc(C(=O)N2CCOCC2)c1)c1cncc(Br)c1
→ -1%	-1%	0.4	/	3%	-7%	-13%	-5
> CSc1ncc(CN2CCCC(C(=O)c3ccc(C(C)(C)C)cc3)C2)cn1 (centres undefined)
→ 1%[57.1 µM]	-6%	2.2	2%	-7%	-1%	-1%	3
> O=C(Nc1ccc(F)cc1)C(c1cccc(F)c1)N1CCN(CC(=O)N2CCCC2)CC1 (centres undefined)
→ 13%	14%	/	/	8%	3%	-13%	-6
> NS(=O)(=O)c1cccc(NC(=O)COC(=O)CN2C(=O)c3ccccc3C2=O)c1
→ 2%	-7%	-5.1	-3%	-10%	-4%	0%	-10
> CCC(=O)NC(c1ccccc1OC)c1ccc2cccnc2c1O (centres undefined)
→ 3%	0%	-3.6	0%	8%	-3%	-8%	/
> COc1ccc(-c2ccccc2)cc1NC(=O)[C@@H]1O[C@H](CO)[C@H](O)[C@H](O)[C@H]1O
→ -9%	-8%	-5.1	/	5%	1%	-6%	-1
> CC(=O)Nc1nc(SCCCc2ccccc2)n[nH]1
→ -5%	8%	-11	2%	1%	5%[57.1 µM]	-1%	-2
> CCOc1ccccc1CNS(=O)(=O)c1cnc[nH]1
→ -13%	-4%	0.7	-8%	4%	-2%	3%	0
> O=C(Cn1cc(COc2ccccc2[N+](=O)[O-])nn1)c1ccc(O)cc1
→ 4%	-18%	-0.9	/	-10%	5%	?	-13
> COc1cccc(C2NC(=O)CCC2[N+](=O)[O-])c1 (centres undefined)
→ -3%	-10%	-0.2	-8%	-5%	7%	-7%	-2
> O=C(Nc1ccccc1N1CCOCC1)c1ccccc1NS(=O)(=O)c1ccc(F)c(F)c1
→ -16%	-18%	-31*	1%	4%	-15%	?	-2
> O=C1c2ccc(-c3ccc(Cl)c(C(F)(F)F)c3)cc2S(=O)(=O)c2cccc(C(=O)N3CCN(c4ccc(Cl)cn4)CC3)c21
→ 6%	-12%	-3.6	0%	14%	-10%	-4%	6
> O=c1cc2oc3cc(O)c(O)cc3c(-c3ccccc3[N+](=O)[O-])c-2cc1O
→ ?	79µM*	-0.8	-5%	0%	0.75µM*	-24%	-61*
> COc1ccc(CNCCS(=O)(=O)NCc2ccc(OC)cc2)cc1
→ 9%	-9%	-0.2	/	6%	-2%	-7%	-2
> O=C(NCCC1=CCCCC1)c1cc(S(=O)(=O)N2CCCCC2)ccc1Cl
→ 13%	10%	0.4	0%	-16%	2%	4%	0
> Oc1ccc(-n2cccc2/C=N/n2cnnc2)cc1
→ 3%	-3%	-0.9	4%	8%	4%	-9%	2
> COc1cc(S(=O)(=O)N2CCCN(C)CC2)ccc1NC(C)=O
→ 4%	11%	-0.4	2%	15%	4%	-9%	4
> CC(C)N(C(=O)Cn1cc(SCC(N)=O)c2ccccc21)C(C)C
→ 3%	-14%	1.0	0%	3%	-8%	-5%	-2
> Cc1ccc(Cl)cc1NS(=O)(=O)Cc1ccccc1
→ 13%	8%	1.2	0%	5%	-31%	-6%	0
> COc1ccc(Cl)cc1NCCC(O)c1ccc(F)cc1 (centres undefined)
→ -11%	-14%	-0.9	0%	4%	1%	-12%	26

Assay outcomes deposited in PubChem by National Center for Advancing Translational Sciences (NCATS).
